ERG Ets-DNA blk – ERG Ets/DNA interaction inhibition; Potency, µM (doses to about 76.9 µM), inactives show top-dose FP activity, negative = inhibition, hits mostly inhibitors; P11308; AID 624246; fluorescence polarization, His-ERG Ets domain / labelled DNA; 370,000 compounds, 0.028% hits; active = well fitted inhibition curve with a large enough effect in the polarisation, with a control signal flat; inconclusive = small, poorly fitted or top-dose-only effect, or effect the other way, or a change in a side signal; inactive = no such curve, though single readings can be large or run the other way; the % refers to the polarisation;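 also: polarization taken with two DNA probes labelled with fluorescein and Texas red; potency is read from the fitted curve at half-maximal effect; % of control where 0% means no effect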
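His-tagged ERG Ets domain (1 uM in the protein solution; 300mM KCl, 50mM Tris-HCl, 1mM EDTA, 1mM DTT, pH 7.5) received compound, then a probe mix of 5 nM fluorescein-DNA and 100nM Texas-615-DNA. Fluorescence polarization was read for both dyes.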
POLI inh – inhibitors of human DNA polymerase iota | Potency, µM (titrated, usually from 115 µM), without a hit: top-dose activity, negative = inhibition, hits mostly inhibitors | Pol iota fluorescent replication assay, 10 min | 390,000 compounds, 1% hits | Q9UNA4; also: potency is read from the fitted curve at half-maximal effect
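Pol iota at 10 nM preincubated 15 min with compounds at room temperature; reaction started with fluorescent substrate, 50 nM final. Fluorescence read kinetically at 0 and 10 min; buffer-only wells as negative control.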
POLK inh – DNA polymerase kappa (human) inhibition; Q9UBT6; purified Pol kappa, fluorescent DNA synthesis assay, 10 min; Potency, µM (doses to about 107 µM), without a hit: top-dose activity, negative = inhibition, usual class: inhibitors; 400,000 compounds, 0.53% hits; AID 588579; also: potency is read from the fitted curve at half-maximal effect; % is scaled to controls: 0 for no effect and ±100 for the full control effect
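Fluorescent qHTS in 1536-well format: enzyme (10 nM) and compound sat 15 min at room temperature before 50 nM substrate (final) was added. Signal taken at 0 and 10 min; no-enzyme buffer wells were negative controls.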
TRHR agonist – activates the human TRH receptor; activation, % at 2 µM; AID 493084; TRHR cells, calcium flux fluo-8, FDSS agonist mode; 360,000 compounds, 0.18% hits; P34981; in the data active = activation above about 30%; also: 0% is about no effect
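Steps: seed TRHR cells overnight; add fluo-8 no-wash Ca dye, RT 30 min–1.5 h; record 10 s baseline; pin-transfer compounds; monitor fluorescence 1 cycle/s for the agonist window. Calcium increases flag candidate agonists.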
APEX1 inh – inhibitors of human APE1 endonuclease. 350,000 compounds, 0.35% hits. P27695. Potency, µM (series often up to 65.8 µM), inactives show at the top dose activity change, negative = inhibition, hits mostly inhibitors. recombinant APE1, TAMRA/BHQ-2 abasic DNA cleavage fluorescence;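 also: potency is read from the fitted curve at half-maximal effect; plate controls were vehicle for no effect and reference inhibitor for full effect; nearly all actives have a fitted effect of over 55% in size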
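Quantitative HTS: incision of a TAMRA/BHQ-2 double-stranded substrate bearing a tetrahydrofuran abasic site by 0.75 nM APE1 raises fluorescence. Substrate 50 nM final, added after 15 min compound preincubation at room temperature; progress as third-minus-first kinetic read difference.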
Pol beta inh – inhibitors of human DNA polymerase beta; P06746; Pol beta primer extension/strand displacement, fluorescence kinetic; Potency, µM (series often up to 114 µM), for the others: at the highest dose activity change, negative = inhibition, usual class: inhibitors; 340,000 compounds, 1.3% hits; AID 485314; also: potency is read from the fitted curve at half-maximal effect; % is scaled to controls: 0 for no effect and ±100 for the full control effect
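10 nM enzyme + cpd, 15 min RT; start with substrate 50 nM final; read 0 min and after 10 min RT. Corrected, normalized data; 4-parameter Hill curve fit.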
ALOX12 inh – ALOX12 (human) lipoxygenase inhibition; P18054; purified 12hLO, xylenol orange hydroperoxide absorbance; Potency, µM (series often up to 108 µM), without a hit: top-dose activity change, negative = inhibition, most hits filed as inhibitors; 580,000 compounds, 1.1% hits; AID 1671190; also: potency is read from the fitted curve at half-maximal effect; % is scaled to controls: 0 for no effect and ±100 for the full control effect
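Hydroperoxide product was detected by ferrous iron/xylenol orange as the 573 to 405 nm absorbance ratio. Arachidonic acid at 40 uM (final) was turned over for 30 min at room temperature by 150 nM human 12hLO, pH 7.0 Hepes buffer, after 15 min compound preincubation.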
BLM inh – blocks DNA unwinding by human BLM helicase | P54132 | recombinant BLM DNA unwinding, fluorescence dequenching | Potency, µM (highest dose often 56.1 µM), for inactives: at the top dose activity change, negative = inhibition, most hits filed as inhibitors | 350,000 compounds, 0.2% hits;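 also: potency is read from the fitted curve at half-maximal effect; plate controls were vehicle for no effect and no enzyme for full effect; nearly all actives have a fitted effect of over 35% in size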
Target sequence (P54132 whole entry, looked up): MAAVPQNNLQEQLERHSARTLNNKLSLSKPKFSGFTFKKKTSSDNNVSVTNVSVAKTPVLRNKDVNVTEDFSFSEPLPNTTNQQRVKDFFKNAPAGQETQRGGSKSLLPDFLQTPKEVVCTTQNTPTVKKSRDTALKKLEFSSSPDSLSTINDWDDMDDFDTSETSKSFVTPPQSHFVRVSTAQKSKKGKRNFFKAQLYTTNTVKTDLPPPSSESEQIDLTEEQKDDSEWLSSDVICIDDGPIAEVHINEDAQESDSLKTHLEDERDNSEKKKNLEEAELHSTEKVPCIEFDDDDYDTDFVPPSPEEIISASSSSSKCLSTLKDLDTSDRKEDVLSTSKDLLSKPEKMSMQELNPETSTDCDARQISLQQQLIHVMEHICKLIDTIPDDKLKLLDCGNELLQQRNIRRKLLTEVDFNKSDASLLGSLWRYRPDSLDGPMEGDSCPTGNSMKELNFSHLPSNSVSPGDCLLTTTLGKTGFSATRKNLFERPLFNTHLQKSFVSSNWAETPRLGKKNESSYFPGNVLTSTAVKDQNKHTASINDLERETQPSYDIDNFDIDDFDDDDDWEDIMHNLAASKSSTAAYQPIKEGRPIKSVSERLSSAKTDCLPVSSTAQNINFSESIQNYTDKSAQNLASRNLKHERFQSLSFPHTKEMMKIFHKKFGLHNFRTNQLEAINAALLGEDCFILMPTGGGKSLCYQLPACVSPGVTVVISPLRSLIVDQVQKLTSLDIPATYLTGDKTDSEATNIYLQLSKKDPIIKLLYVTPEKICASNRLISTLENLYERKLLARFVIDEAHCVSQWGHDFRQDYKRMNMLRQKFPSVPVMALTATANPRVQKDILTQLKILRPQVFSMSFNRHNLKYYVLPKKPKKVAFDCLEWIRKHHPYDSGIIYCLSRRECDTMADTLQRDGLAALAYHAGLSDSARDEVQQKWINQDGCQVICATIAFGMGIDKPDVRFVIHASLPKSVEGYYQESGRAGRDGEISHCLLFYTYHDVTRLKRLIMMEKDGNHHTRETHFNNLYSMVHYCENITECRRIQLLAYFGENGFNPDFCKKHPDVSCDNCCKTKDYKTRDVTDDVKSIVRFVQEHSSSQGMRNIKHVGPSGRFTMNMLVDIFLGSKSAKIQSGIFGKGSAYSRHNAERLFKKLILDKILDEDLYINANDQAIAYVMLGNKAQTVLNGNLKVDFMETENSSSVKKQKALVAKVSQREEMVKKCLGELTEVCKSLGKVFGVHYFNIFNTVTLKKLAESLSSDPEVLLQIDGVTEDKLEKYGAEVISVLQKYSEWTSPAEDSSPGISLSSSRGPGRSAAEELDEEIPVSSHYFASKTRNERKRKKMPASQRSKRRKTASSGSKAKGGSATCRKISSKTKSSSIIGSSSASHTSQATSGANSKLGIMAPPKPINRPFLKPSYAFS
Anesthetic bind – binds horse apoferritin like a general anesthetic. apoferritin/1-aminoanthracene competitive binding, fluorescence. Potency, µM (doses to about 77.5 µM), inactives show at the top dose activity change, negative = displacement, actives largely listed as inhibitors. 350,000 compounds, 0.074% hits. AID 485281; also: potency is read from the fitted curve at half-maximal effect; % is scaled to controls: 0 for no effect and ±100 for the full control effect; nearly all actives have a fitted effect of over 20% in size
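Horse-spleen apoferritin (10 uM) was mixed with 50% saturated 1-aminoanthracene in PBS, exposed to compounds for 10 min at room temperature, and read for fluorescence (ex 380 nm, em 535 nm). Competitive displacement was fitted with a four-parameter Hill equation.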
Starred values were filed as active, the others as inactive; ? = inconclusive; . = no result given; & = joins results of further samples; [ ] = remark or other dose. Unless noted, calls follow the shape of the dose curve; as a rule, active = well fitted curve in the direction sought with a large enough effect; inconclusive = small, poorly fitted or top-dose-only effect, or another doubt; inactive = no such curve, though single readings can be large; an effect the other way counts as inactive or inconclusive. Not all compounds are listed; rates above refer to the full screens.

Preview, eight compounds:
Results follow in this order: ERG Ets-DNA blk, POLI inh, POLK inh, TRHR agonist, APEX1 inh, Pol beta inh, ALOX12 inh, BLM inh, Anesthetic bind
CCc1ccc(NC(=O)CN(c2ccc(OC)cc2)S(=O)(=O)c2c(C)[nH]c(=O)[nH]c2=O)cc1
→ -5%&-7%, -12%&5%, -6%&-1%, 0.6&-0.1, 12%, 2%&-2%, -19%&-26%, -2%&-2%, -5%&-3%
CCOC(=O)c1c(NC(=O)c2cc(-c3ccc(OC)c(OC)c3)on2)sc(C)c1C
→ -7%, -1%, -24%, 2.1, ., 12%, -27%, -5%, 16%
CCOC(=O)CNC(=O)CSc1ncnc2c1cnn2-c1ccccc1
→ -2%, -1%, -3%, -0.2, -2%, ?, 0%, -3%, 2%
CC(=O)Nc1cc(NC(C)=O)cc(C(=O)OCC(=O)N2CC(C)OC(C)C2)c1 (stereo not drawn)
→ -2%, 7%, -8%, 0.3, 14%, 1%, 13%, -4%, 3%
Oc1ccc(/C=N/n2c(-c3ccccc3)n[nH]c2=S)cc1
→ 0%, 4%, -2%, 0.1, -7%, 60%, -55%, 2%, -4%
COc1ccccc1N1CCN(C(=O)c2cc(-c3ccc(Cl)c(Cl)c3)on2)CC1
→ -8%, 7%[58.9 µM], 0%, 0.2, 4%, ?, 0%, 4%, -7%
Oc1[nH]c2ccccc2c1C=Nc1ccc2c(c1)OCCO2
→ 2%, 13%, -12%, 0.6, -1%, ?, ?, -9%, -23%
O=C(c1cccc(Br)c1)N1CCN(c2ccccn2)CC1
→ -4%, 3%, -10%, ., ., ., ?, ., .

This part in full (from the top)
Results follow in this order: ERG Ets-DNA blk, POLI inh, POLK inh, TRHR agonist, APEX1 inh, Pol beta inh, ALOX12 inh, BLM inh, Anesthetic bind
CCc1ccc(NC(=O)CN(c2ccc(OC)cc2)S(=O)(=O)c2c(C)[nH]c(=O)[nH]c2=O)cc1
→ -5%&-7%, -12%&5%, -6%&-1%, 0.6&-0.1, 12%, 2%&-2%, -19%&-26%, -2%&-2%, -5%&-3%
CCOC(=O)c1c(NC(=O)c2cc(-c3ccc(OC)c(OC)c3)on2)sc(C)c1C
→ -7%, -1%, -24%, 2.1, ., 12%, -27%, -5%, 16%
CCOC(=O)CNC(=O)CSc1ncnc2c1cnn2-c1ccccc1
→ -2%, -1%, -3%, -0.2, -2%, ?, 0%, -3%, 2%
CC(=O)Nc1cc(NC(C)=O)cc(C(=O)OCC(=O)N2CC(C)OC(C)C2)c1 (stereo not drawn)
→ -2%, 7%, -8%, 0.3, 14%, 1%, 13%, -4%, 3%
Oc1ccc(/C=N/n2c(-c3ccccc3)n[nH]c2=S)cc1
→ 0%, 4%, -2%, 0.1, -7%, 60%, -55%, 2%, -4%
COc1ccccc1N1CCN(C(=O)c2cc(-c3ccc(Cl)c(Cl)c3)on2)CC1
→ -8%, 7%[58.9 µM], 0%, 0.2, 4%, ?, 0%, 4%, -7%
Oc1[nH]c2ccccc2c1C=Nc1ccc2c(c1)OCCO2
→ 2%, 13%, -12%, 0.6, -1%, ?, ?, -9%, -23%
O=C(c1cccc(Br)c1)N1CCN(c2ccccn2)CC1
→ -4%, 3%, -10%, ., ., ., ?, ., .
O=C(CCCN=C1NS(=O)(=O)c2ccccc21)OCC(=O)c1ccc(F)cc1
→ -1%, 12%, -5%, 11, -3%, ., -10%, ., .
COc1ccc(/C=C/c2n[nH]c(=O)c(C#N)c2C)cc1
→ -10%, 63%[activator], -3%, -1.1, 7%, 5%, -15%, -1%, -2%
CCCN(C(=O)CSc1nc2c(cnn2-c2ccccc2)c(=O)[nH]1)C1CCS(=O)(=O)C1 (stereo not drawn)
→ 0%, 127%[activator], 1%, -0.1, 1%, 11%, 4%, 4%, -12%
COc1ccccc1CNC(=O)C1CCN(S(=O)(=O)c2ccc3c(c2)OCCO3)CC1
→ -7%, 59%[activator], -14%, 0.3, -8%, 25%, 20%, -4%, 4%
COc1cc(OC)cc(C(=O)N2CCC(C(=O)Nc3ccc4c(c3)OCCO4)CC2)c1
→ -3%, -6%, ?, -0.8, -3%, 15%, -16%, 1%, -6%
C[C@H]1[C@@H](O)[C@@H](C)\C=C/C=C\C=C/C=C\C=C/C=C\C=C/[C@@H](O[C@H]2O[C@@H](C)[C@@H](O)[C@@H](N)[C@@H]2O)C[C@@H]2O[C@](O)(C[C@@H](O)C[C@@H](O)[C@@H](O)CC[C@@H](O)C[C@@H](O)CC(=O)O[C@H]1C)C[C@@H](O)[C@H]2C(=O)O (stereo in doubt)
→ ., ., -7%[12 µM], ., 2%[21 µM], ., ., 7%[21.4 µM], 12%[29.3 µM]
CCOc1ccccc1C(=O)NN1C(=O)C2CCCCC2C1=O (stereo not drawn)
→ 0%, 6%, -1%, 0.0, 0%, 5%, 23%, -7%, -3%
C/C(N)=C(\C#N)C(=O)NCCc1ccccn1
→ -2%, 34%, -18%, 0.9, 16%, 0%, -25%, 3%, -1%
COC(=O)CSc1nnc(-c2ccc(OC)c(OC)c2)o1
→ 10%, 18%, -2%, 0.4, ?, 3%, -16%, -4%, -10%
O=C(Nc1cccnc1Cl)c1cc(-c2ccco2)on1
→ -9%, ?, -14%, -1.8, 3%, 1%, -4%, -12%, -18%
CCN1CNC(=S)N(c2cccc(C)c2)C1
→ -6%, 112%[activator], 0%, 1.2, -2%, 3%, ?, -2%, -1%
Cc1onc(-c2ccccc2)c1C(=O)NNC(=S)NC(=O)c1ccc2c(c1)OCO2
→ 6%, 44%[activator], -4%, 3.7, ?, 30%, ?, -4%, -7%
COc1ccc2c(c1)c1c(c(=O)n(-c3cccc(C)c3)c(=O)n1CC(=O)NCCC1=CCCCC1)n2C
→ -22%, 31%[activator], -8%, -0.1, ., 2%, 0%, 2%, -7%
O=C1OC(/C(=C\Nc2ccc(F)cc2F)[N+](=O)[O-])c2ccccc21 (stereo not drawn)
→ -1%, 50%[activator], -8%, 0.0, -3%, ?, -16%, 0%, 0%
CCOc1ccc(S(=O)(=O)N(C)CC(=O)NC2CC2)cc1
→ 4%, 12%, 12%, -0.4, 19%, -4%, -50%, 0%, 0%
CCN(C(=O)CC(C)C)c1nnc(Cn2nnc3ccccc32)s1
→ -8%, -5%, -3%, 0.1, -6%, -1%, -9%, -7%, -10%
O=C(COC(=O)C1CCN(c2ccc(C(F)(F)F)cn2)CC1)Nc1ccc(F)cc1[N+](=O)[O-]
→ -12%, 31%[activator], -12%, 0.2, -12%, ., -19%, ., .
C=CCNC(=S)NNC(=O)C(CCCC)CC(C)O (stereo not drawn)
→ 7%, 5%, -3%, 0.1, 8%, 1%, 19%, -6%, -7%
N#CCCN(CCC#N)C(=O)COc1ccc(Cl)cc1Cl
→ 2%, 20%, -7%, 0.1, -5%, 8%, -19%, -7%, -14%
CC1CCCCC1NS(=O)(=O)c1ccc(S(=O)(=O)N2CCN(CCC#N)CC2)cc1 (stereo not drawn)
→ -1%, -4%, 12%, 0.7, 0%, -1%, 179%[activator], -1%, -14%
Cc1nc(-c2ccc(F)cc2)c(CC(=O)N2CCN(S(=O)(=O)c3cccc([N+](=O)[O-])c3)CC2)s1
→ 3%, -2%, -8%, -0.2, 8%, ., -3%, ., .
COCCn1c(N)c(N(Cc2ccccc2)C(=O)CSCC(=O)Nc2ccc(OC)cc2)c(=O)[nH]c1=O
→ -13%, 37%[activator], -6%, 1.4, 32%, ., -20%, ., .
Cc1cccc(-n2nnc(C(=O)Nc3ccc(F)cc3)c2N)c1
→ -1%, 15%, -6%, -1.1, -6%, 2%, 2%, -4%, 2%
O=C(NCCCN1CCCC1=O)NC12CC3CC(CC(C3)C1)C2
→ 6%, -16%, 3%, 0.4, -8%, -2%, 0%, -1%, 5%
COc1ccc(C(=O)CSc2nnc(CNC(=O)c3ccc(OC)c(OC)c3)n2C)cc1
→ 3%, 5%, -1%, -0.5, -1%, 38%, ?, 2%, -14%
CCn1cc(Cl)c(C(=O)NNC(=O)CCn2nc(C)c([N+](=O)[O-])c2C)n1
→ -5%, -7%, -25%, 0.1, 4%, 2%, 2%, 1%, -3%
Cc1cc(F)c(F)c(C(=O)N2CCCCC2C)c1Cl (stereo not drawn)
→ 10%, 105%[activator], -8%, -0.2, 3%, 2%, 1%, -4%, ?
Cc1cccc(NC(=O)CSc2nnc(-c3cc(C)n(-c4ccccc4)c3C)o2)c1C
→ -14%, ?, -9%, -0.4, 17%, 28%, 0%, 2%, -4%
CCn1c2ccccc2c2cc(NC(=O)COC(=O)c3cccc(S(=O)(=O)NC)c3)ccc21
→ -3%, -10%, -3%, -0.4, -5%, -7%, 6%, -5%, -15%
Cc1ccc(S(=O)(=O)N2[C@@H](c3ccc(F)cc3)C(C(=O)O)=C[C@H]2CC2CCCC2)cc1
→ 8%, -16%, -5%, ., 26%, ., ?, ., .
N#C/C(=C(/O)CN1CCCC1)c1nc(-c2ccccc2)cs1
→ -9%, 21%, -9%, 1.3, 15%, 30%, 1%, -4%, -16%
CCc1ccc(-c2cc(C(=O)N/N=C/c3c[nH]c4ccccc34)[nH]n2)cc1
→ 8%, -15%, -13%, -0.3, -7%, -18%, -4%, -7%, 2%

Source: PubChem BioAssay
